Screening results from PubChem BioAssay.
PL biosyn Enam = blocks phospholipid synthesis in CHO cells, Enamine compounds. calls only at 10 µM. 20,000 compounds, 0.4% hits. ZR-82 CHO cells, pyrene fatty acid UV survival, CellTiter Blue; peroxisome-deficient CHO-K1 mutant line; plus DGAT-1, DGAT-2 and ACAT inhibitors. AID 1347385;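 active means cell survival signal 2 SD away from solvent-only control wells, confirmed on one or two retests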;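 further: 3 h compound exposure then viability read about one day after UV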
Calls only; i = inactive. Only part of the results is shown, so the mix of outcomes need not match the whole.

compound | PL biosyn Enam
COc1cc2c(cc1NC(=S)Nc1ccccc1F)oc1ccccc12 | i
Cc1cc(-n2c(C)cc(C(=O)CSc3nncs3)c2C)no1 | i
O=C1C=CC(=O)N1c1ccc(Br)cc1 | i
CC(C)(C)C1CCC(OC(=O)c2ccc([N+](=O)[O-])o2)CC1 (stereo not given) | i
Cc1sc2nc(SC3CCOC3=O)[nH]c(=O)c2c1C (stereo not given) | i
FC(F)(F)c1ccc(C2C=C(c3ccc(Cl)cc3)Nc3ncnn32)cc1 (stereo not given) | i
Nc1nnc(C(F)(F)F)s1 | i
CCCCn1c(N)c(N(CCC(C)C)C(=O)c2cc(Br)c(Br)s2)c(=O)[nH]c1=O | i
CCOC(=O)c1c(N=CN(C)C)sc2c1CCC2 | i
O=C(O)CC(SCC(=O)NC12CC3CC(CC(C3)C1)C2)C(=O)O (stereo not given) | i
CC1(NS(=O)(=O)c2ccccc2Cl)CCS(=O)(=O)C1 (stereo not given) | i
O=C1NC2=C(C(=O)N(CC3CCCO3)C2)C(c2ccccc2)N1 (stereo not given) | i
CN1CCN(/N=C/c2ccccc2F)CC1 | i
O=S1(=O)CCN2C(c3ccc4ccccc4c3)=CSC2=N1 | i
Cc1nc(SCC(=O)N2CC(C)CC(C)C2)c2c3c(sc2n1)CCC3 (stereo not given) | i
Oc1ccccc1N=Cc1sc2ccccc2c1Cl | i
NC(=O)CCCCCNC(N)=O | i
O=C1OC(c2ccccc2)=N/C1=C\c1ccc2c(c1)OCCO2 | i
Cc1sc2nc(CSc3ccc(Br)cc3)nc(Sc3ncn[nH]3)c2c1C | i
CN1c2ccccc2C(C)(C)C12C=Cc1c(c(Br)cc3oc4c(c13)CCCC4)O2 (stereo not given) | i
Cn1c(=S)n(CN2CCOCC2)c2ccccc21 | i
CC1CCCCC12NC(=O)N(CC(=O)OCC(=O)C(C)(C)C)C2=O (stereo not given) | i
C/C=C/C=C/C(=O)OCc1nc2c(c(=O)[nH]c(=O)n2CCCC)n1C | i
O=S(=O)(NC1c2cccc3cccc(c23)C1Sc1ccc(F)cc1)c1ccccc1 (stereo not given) | i
c1ccc(-c2nc(Sc3nnnn3-c3ccccc3)nc3ccccc23)cc1 | i
CS(=O)(=O)N1CCN(S(=O)(=O)c2cc(Cl)ccc2Cl)CC1 | i
CN1CCC(N(C)Cc2cc(=O)oc3cc4c(cc23)CCC4)CC1 | i
CCCC/C(C)=N/NC(=O)NC1CCCCC1 | i
Cc1cc(C(=O)CSc2ncn[nH]2)c(C)n1C1CC1 | i
CN(C)CCCNCC(O)COCc1ccc2c(c1)OCO2 (stereo not given) | i
CC1CCc2nc(NC(=O)c3ccc([N+](=O)[O-])s3)sc2C1 (stereo not given) | i
O=[N+]([O-])c1ccc(C2Nc3ccccc3Nc3c2c(-c2ccccc2)nn3-c2ccccc2)cc1 (stereo not given) | i
Cc1nc(SCC(=O)NC(C)(C)C)c2c(C)c(C)sc2n1 | i
O=S1(=O)CCC(N2CCCCC2)C1 (stereo not given) | i
Clc1ccc2sc(SCc3c[nH]c4ccccc34)nc2c1 | i
CN1CCN(P2(=Nc3cccc4ccccc34)/C(=C3/N(C)c4ccccc4C3(C)C)C=NN2c2ccccc2)CC1 (stereo not given) | i
CC(C)(C)C(=O)/C=c1\[nH]c(=O)/c(=C\c2ccc3c(c2)OCO3)s1 | i
COCc1cc(=O)[nH]c(Nc2nc(C)c3cc(OC)ccc3n2)n1 | i
Nc1nc(SCC(=O)N(CCO)CCO)nc2sc3c(c12)CCCC3 | i
O=[N+]([O-])c1ccc(N2CCNCC2)c(S(=O)(=O)N2CCOCC2)c1 | i
Fc1ccc2c(c1F)n1c3c(c(-c4ccco4)cn23)CCCC1 | i
O=C1NC2(CCCCC2)C(=O)N1CN1CCN(Cc2cc(=O)n3ccsc3n2)CC1 | i
Cc1cc(C)n2cc(CSc3nnc4ccccn34)nc2n1 | i
O=[N+]([O-])c1ccccc1SNc1ccc(SC(F)F)cc1 | i
CN(C)CCCNC(=O)C12CC3CC(CC(C3)C1)C2 | i
O=c1c2c3c(sc2nc2ccc(NCc4ccco4)nn12)CCCC3 | i
O=S1(=O)CCN2C(c3cc(F)ccc3F)=CSC2=N1 | i
COc1cccc2c1OC(c1ccc(C(F)(F)F)cc1)N1N=C(c3ccccc3)CC21 (stereo not given) | i
CC12CCC(c3cn(-c4nc5ccccc5s4)nc31)C2(C)C (stereo not given) | i
CC1(C)C2CC=C(COCC(O)CNCc3ccccn3)C1C2 (stereo not given) | i

Grouped by structure, those above containing a tert-butyl group (4)
compound | PL biosyn Enam
CC(C)(C)C1CCC(OC(=O)c2ccc([N+](=O)[O-])o2)CC1 (stereo not given) | i
CC1CCCCC12NC(=O)N(CC(=O)OCC(=O)C(C)(C)C)C2=O (stereo not given) | i
Cc1nc(SCC(=O)NC(C)(C)C)c2c(C)c(C)sc2n1 | i
CC(C)(C)C(=O)/C=c1\[nH]c(=O)/c(=C\c2ccc3c(c2)OCO3)s1 | i

(more compounds)
compound | PL biosyn Enam
O=S(=O)(Nc1ccc2c(c1)CCC2)c1cc(F)cc(F)c1 | i
Cn1c(=S)[nH]c2ccccc21 | i
O=S(=O)(c1ccccc1)N(C1=NCCS1)S(=O)(=O)c1ccccc1 | i
Fc1ccccc1-c1nnc(SCc2nc3ccccc3o2)o1 | i
CN1C(=C2C(=O)CC(C)(C)CC2=O)Sc2ccccc21 | i
CC(C)Cn1c(N)c(C(=O)CSc2nc3sc4c(c3c(=O)[nH]2)CCCC4)c(=O)n(C)c1=O | i
COc1cc2nc(CSc3nnnn3C)[nH]c(=O)c2cc1OC | i
CN1/C(=C2\C=NN(c3ccccc3)P2(=Nc2ccc([N+](=O)[O-])cc2Br)N2CCOCC2)C(C)(C)c2ccccc21 (stereo not given) | i
OC1COc2ccccc2OCCOCCOc2ccccc2OC1 | i
CSCCCn1c(=O)[nH]c(=O)c2c(N)c(C(C)=O)sc21 | i

The last 5 compounds of the section before are carried over, then new ones follow:
compound | PL biosyn Enam
CC(C)Cn1c(N)c(C(=O)CSc2nc3sc4c(c3c(=O)[nH]2)CCCC4)c(=O)n(C)c1=O | i
COc1cc2nc(CSc3nnnn3C)[nH]c(=O)c2cc1OC | i
CN1/C(=C2\C=NN(c3ccccc3)P2(=Nc2ccc([N+](=O)[O-])cc2Br)N2CCOCC2)C(C)(C)c2ccccc21 (stereo not given) | i
OC1COc2ccccc2OCCOCCOc2ccccc2OC1 | i
CSCCCn1c(=O)[nH]c(=O)c2c(N)c(C(C)=O)sc21 | i
COc1cc(S(=O)(=O)NC(C)(C)CC(C)(C)C)ccc1F | i
Fc1ccc(C2=CC(c3ccccc3)n3ncnc3N2)cc1 (stereo not given) | i
Cc1noc(C)c1C(=O)OCc1nc(-c2cccs2)no1 | i
COCC(=O)OCc1cc(=O)oc2cc(O)ccc12 | i
COc1ccc2cc(C(=O)Oc3ccccc3/C=C3\SC(=O)NC3=S)sc(=O)c2c1OC | i
CC(C)N=c1scc(-c2ccc(OC(F)F)cc2)n1/N=C/c1cc2c(cc1[N+](=O)[O-])OCO2 | i
CN1/C(=C2\C=NN(c3ccccc3)P2(=Nc2cc(Cl)ccc2Cl)N2CCOCC2)C(C)(C)c2ccccc21 (stereo not given) | i
CN(CCO)C1=CC(=[N+]2CCOCC2)CC(C)(C)C1 | i
O=C(Nc1nnc(-c2ccco2)o1)C1=NN(C2CCS(=O)(=O)C2)C(=O)CC1 (stereo not given) | i
C(=N\n1cnnc1)/c1nc2ccccc2[nH]1 | i
OCCn1c(CSc2nnnn2C2CC2)nc2ccc(Cl)cc21 | i
O=C1NC2(Nc3ccccc31)C(=O)Nc1ccc(Br)cc12 (stereo not given) | i
C/[N+]([O-])=C\c1ccc([N+](=O)[O-])cc1 | i
O=[N+]([O-])c1cc(S(=O)(=O)C(F)(F)F)ccc1NC1CCCC1 | i
Cc1ccc(C2=NN3C(C2)c2ccccc2OC3c2ccccn2)o1 (stereo not given) | i
Cc1sc2nc(C(C)OC(=O)C3CC3C)[nH]c(=O)c2c1C (stereo not given) | i
CCOC(=O)c1c(C)[nH]c(C(=O)OCC(=O)c2c(N)n(C)c(=O)n(C)c2=O)c1C | i
Cc1ccc(C2(O)C[n+]3ccccc3N2C2CCCCC2)cc1 (stereo not given) | i
Cc1cc(=O)[nH]c(NNC(=S)NC2CCCCC2)n1 | i
CCOC(=O)c1[nH]c(C)c(C(=O)OC(C)C)c1C | i
O=C(COC(=O)CCC(=O)c1cccs1)COC(=O)CCC(=O)c1cccs1 | i
O=C1Nc2cc(Cl)ccc2/C1=C\c1cc(Br)ccc1F | i
O=C(O)c1nn(CCN2C(=O)c3ccccc3S2(=O)=O)c(=O)c2ccccc12 | i
O=[N+]([O-])c1cccc(N/N=C/c2ccccn2)c1 | i
Cn1cnc2c1c(=O)n(CC(=O)N1CCCC1c1cccs1)c(=O)n2C (stereo not given) | i
c1cncc(-c2nc(NCC34CC5CC(CC(C5)C3)C4)c3c4c(sc3n2)CCCC4)c1 | i
S=c1n(CN2CCCCC2)c2ccccc2n1CN1CCCCC1 | i
Oc1ccc(-c2c(F)c(F)c(-c3c(F)c(F)c(-c4ccc(O)cc4)c(F)c3F)c(F)c2F)cc1 | i
O=C(NCC(c1cccs1)N1CCCC1)NC1CCCCC1 (stereo not given) | i
NC(=NS(=O)(=O)Cc1ccccc1)Nc1nc2ccccc2o1 | i

Next part.
SMILES | PL biosyn Enam
CN1CN(C)c2ccc(Br)c3cccc1c23 | i
CCN(CC)S(=O)(=O)c1ccc(N/N=C2\CCSc3ccc(F)cc32)nc1 | i
FC(F)(F)c1cccc(-c2ccc(-c3nn4c(-c5ccco5)nnc4s3)o2)c1 | i
CC(NC(=O)NC(=O)Cn1ncc(Cl)c(Cl)c1=O)C1CC2CCC1C2 (stereo not given) | i
S=C(NCc1cccs1)NC1CCSc2ccccc21 (stereo not given) | i
CCCN(CCC)P(=O)(C(Cl)=C(N(C)C)N(C)C)N(CCC)CCC | i
C=CCN=c1scc(-c2ccc(OC(F)F)cc2)n1/N=C/c1ccc[nH]1 | i
CCCN(Cc1nnc(-c2ccco2)o1)C(=O)/C=C/c1cc(C)n(-c2cc(C)on2)c1C | i
NC(=S)Cc1nc2ccccc2[nH]1 | i
CN(Cc1c(F)cccc1Cl)c1nc(C(F)(F)F)nc2ccccc12 | i
CN1CCC(=NNc2c([N+](=O)[O-])cc(C(F)(F)F)cc2[N+](=O)[O-])CC1 | i
CC1CCN(C(=O)CN2C(=O)NC3(CCCCCC3)C2=O)CC1 | i
Cc1ccc(N=C(N(C)C)P(=O)(N(C)C)N(C)C)c(C)c1 | i
CN(C)c1ccc(NC(=S)N=P(c2ccncc2)(N(C)C)N(C)C)cc1 | i
Cc1noc(C)c1S(=O)(=O)N1CCN(c2ncccn2)CC1 | i
O=S(=O)(c1ccc2c(c1)OCCO2)N1CCN(Cc2nnc(-c3ccco3)o2)CC1 | i
CCN1CCN(c2nc(C)nc3sc4c(c23)CCC4)CC1 | i
Cc1ccc(N2C3=[N+](CCCCC3)CC2(O)c2ccc(OC(F)F)cc2)cc1 (stereo not given) | i
CN(C)C=Nc1nc2ccccc2s1 | i
Fc1ccc(N/N=C/c2c3ccccc3cc3ccccc23)c(F)c1 | i
c1ccc(C(Nc2nc(-c3cccnc3)nc3ccccc23)c2ccccc2)cc1 | i
O=C(CC(=O)NCC1CCCO1)NCC1CCCO1 (stereo not given) | i
Cc1csc(SCC(=O)Nc2sc3c(c2C(N)=O)CCC3)n1 | i
CN(C)c1ccc(/C=C/c2sc3ccccc3[n+]2C)cc1 | i
COc1ccc(OCCOc2cccnc2[N+](=O)[O-])cc1 | i
O=C(N=C1N=C2C=CC(Cl)=CN2Cc2ccccc21)c1ccc([N+](=O)[O-])o1 | i
FC(F)(F)c1ccc2c(c1)nc(-c1ccc(Oc3ccccc3)cc1)c1nccn12 | i
COc1ccc(OC)c(-c2c(C)n([O-])c3c([n+]2=O)CCC3)c1 | i
Cn1c(=S)[nH]c2cc(S(N)(=O)=O)ccc21 | i
CC(C)(C)OC(=O)N1CCCC(C(=O)O)C1 (stereo not given) | i

Arranged by molecular weight (rising): 5 of the compounds above.
SMILES | PL biosyn Enam
CC1CCN(C(=O)CN2C(=O)NC3(CCCCCC3)C2=O)CC1 | i
CN1CCC(=NNc2c([N+](=O)[O-])cc(C(F)(F)F)cc2[N+](=O)[O-])CC1 | i
O=C(N=C1N=C2C=CC(Cl)=CN2Cc2ccccc21)c1ccc([N+](=O)[O-])o1 | i
CC(NC(=O)NC(=O)Cn1ncc(Cl)c(Cl)c1=O)C1CC2CCC1C2 (stereo not given) | i
O=S(=O)(c1ccc2c(c1)OCCO2)N1CCN(Cc2nnc(-c3ccco3)o2)CC1 | i

Later entries.
SMILES | PL biosyn Enam
CCCn1c(=S)[nH]c2sc3c(c2c1=O)CCC(C(C)(C)CC)C3 (stereo not given) | i
OCCN1CCN(Cn2nc(C3COc4ccccc4O3)n(-c3ccccc3)c2=S)CC1 (stereo not given) | i
O=C(/C=C/c1ccco1)OCc1nc(-c2cccs2)no1 | i
C=CCN(C)S(=O)(=O)c1ccc(Br)cc1 | i
COCCn1c(C)cc(C(=O)CSc2nnc(C3CC3)n2C2CC2)c1C | i
FC(F)(F)c1cccc(/C=C/c2nc3c(ccc4ccccc43)s2)c1 | i
Cc1cc(C)n(CCc2nc(-c3ccc(C)o3)cs2)n1 | i
O=C(CSc1nnnn1C1CCCC1)c1ccc2c(c1)OCO2 | i
Fc1ccc(N/N=C/c2ccccn2)c(F)c1 | i
CCCc1cc2c(=O)c(-c3ccc4c(c3)OCO4)coc2cc1OC(C)C | i
COC(=O)C1=C(C)NC(C)=C(C(=O)OC)C1C(=O)OCc1ccc(C(=O)OC)o1 | i
O=S1(=O)CCN2C(c3ccc(Cl)c(Cl)c3)=CSC2=N1 | i
CCOC(=O)c1[nH]c(C)c(C(=O)OCc2nccn2C(F)F)c1C | i
CCN1/C(=C/C(C)=C/c2sc3ccccc3[n+]2CC)Sc2ccccc21 | i
O=C(CCC(=O)c1cccs1)OCC(=O)C12CC3CC(CC(C3)C1)C2 | i
